ERK EGF inh = qHTS Assay for Inhibitors of the ERK Signaling Pathway using a Homogeneous Screening Assay; Stimulation with EGF | HEK293-V1b, EGF-stimulated phospho-ERK AlphaScreen | Potency, µM (highest dose often 11.5 µM), for the others: at the top dose activity change, negative = inhibition, hits mostly inhibitors | actives 0.41% (n = 130,000); active = well fitted inhibition curve with a large enough effect; inconclusive = small, poorly fitted or top-dose-only effect, or effect the other way;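 also: plate controls were stimulated vehicle wells for no effect and unstimulated vehicle basal for full effect; nearly all actives have a fitted effect of over 55% in size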
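Cell line HEK293 (stable V1b), low serum overnight. Pretreatment: compound 30 min, 37C. EGF 25 nM, 5 min. Detection: SureFire AlphaScreen, 5 h RT. AC50 via standard Hill equation.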
* marks the source's active call; other numbers are inactive results; ? = inconclusive; & = joins results of further samples; [ ] = another dose, or the depositor's remark. Potency is read from the fitted curve at half-maximal effect.

A first look, 2 compounds:
SMILES	ERK EGF inh
C/C(=N/NC(=O)c1cc(O)c(O)c(O)c1)c1ccc([N+](=O)[O-])cc1	-3%
COC(=O)c1ccc(NC(=O)Nc2ccc(F)cc2F)cc1	-1%

Main list, from the start:
SMILES	ERK EGF inh
C/C(=N/NC(=O)c1cc(O)c(O)c(O)c1)c1ccc([N+](=O)[O-])cc1	-3%
COC(=O)c1ccc(NC(=O)Nc2ccc(F)cc2F)cc1	-1%
COc1ccc2c(c1)-c1nc(NC(=O)c3ccco3)sc1CC2	-4%
CSCCC(NC(=O)COc1cccc2ccccc12)C(=O)O (stereo not drawn)	-7%[57.5 µM]
CCOc1ccccc1OCC(=O)Nc1nnc(COC)s1	7%
Nc1nc2ccccc2n1C(=O)c1ccco1	5%
NC(=O)NC(=O)COC(=O)c1cccc(S(=O)(=O)N2CCCCCC2)c1	-7%[57.5 µM]
CCN(CC)CCNC(=S)N1CCn2c(nc3ccccc32)C1	-17%
Cc1nn(C(=O)Cn2cc([N+](=O)[O-])cn2)c(C)c1Cl	-6%
CCC(C)n1c(SCC(=O)NCCc2ccc(S(N)(=O)=O)cc2)nc2ccsc2c1=O (stereo not drawn)	-1%
Cc1cccc(N(C)C(=O)C2CCCN2S(=O)(=O)c2cccc3nsnc23)c1 (stereo not drawn)	-1%[57.5 µM]
CCCCN(C)CCNC(=O)c1nn(-c2ccc(OC)cc2)c(=O)c2c1c1ccccc1n2C	?
CCOc1ccc(N/C(=N/c2nc(C)cc(C)n2)NC(=O)CC)cc1	-8%[57.5 µM]
CSc1nnc(-c2cccs2)n1C	1%
CSc1nsc(SCC(=O)Nc2nc3ccc(C)cc3s2)n1	-3%
Cc1cccnc1Nc1ncnc(N)c1[N+](=O)[O-]	-7%
CCCCCCOc1ccc(NC(=O)CC2C(=O)N(CC)C(=S)N2Cc2ccco2)cc1 (stereo not drawn)	8%
Cc1cccc(N2CCN(C(=O)c3ccc4c(c3)OCCO4)CC2)c1C	0%
COc1cc(/C=N/NC(=O)C(=O)/C=C2\NC(C)(C)Cc3ccccc32)ccc1O	-10%[57.5 µM]
CC1=C(C)C(C)=C(C#N)C(=C(C#N)C#N)N1	-2%[57.5 µM]
Cc1cnc(NC(=O)Nc2ccc(Cl)cc2)s1	-2%
O=C(Nc1ccccc1F)C(=O)c1cn(CC(=O)N2CCCCC2)c2ccccc12	-5%
CCN(CC)c1ccc(/C=N/NC(=O)c2c[nH]c3ccccc23)cc1	2%
CCCCCCCCCCCCCCCCOP(=O)([O-])OCC[N+](C)(C)C	4%
N[C@@H](C(=O)O)c1ccc(C(=O)O)c(C(=O)O)c1	-3%&-10%&-6%

Other structures.
SMILES	ERK EGF inh
Fc1ccc(-c2nnc(Cc3ccc(Cl)cc3)o2)cc1	-12%[57.5 µM]
Cc1[nH]n(-c2ccccc2)c(=S)c1C=Nc1ccc([N+](=O)[O-])cc1	1%
CC1(C)NC(=O)N(CCOCCOc2ccccc2-c2ccccc2)C1=O	-6%
COc1ccc(Br)cc1/C=N/NC(=O)CNC(=O)c1cccnc1	-3%[57.5 µM]
NCC1OC(n2cnc3c(=O)[nH]c(N)nc32)C(O)C1O (stereo not drawn)	13%
COc1cc(/C=C2\SC(=S)N(N(C)c3ccccc3)C2=O)ccc1O	?
CCN(CC)C1=C(Cl)C(=O)C(Cl)C12OCCO2 (stereo not drawn)	-3%[57.5 µM]
CCCCCCCCN1C(=O)C(O)=C(C(C)=O)C1c1ccccn1 (stereo not drawn)	2%
O=C(c1ccccc1)C1CCN(C(=O)Nc2ccccc2)CC1	-6%[57.5 µM]
COc1cccc(C(=O)NN2c3ccccc3CCc3ccccc32)c1	1%
O=C(N/N=C/c1ccccn1)c1ccc(N/N=C/c2ccccn2)cc1	2%
O=C(NCc1ccc2c(c1)OCO2)Nc1ccc2nsnc2c1	4%
N#CC1=C(S)N(c2ccc(F)cc2)C2(CCCCC2)NC1=O	-7%
O=C(NCc1ccccn1)C(=O)C1C(=O)Nc2ccccc21 (stereo not drawn)	1%
Cc1cc(C)nc(SCc2nnc(SCC(=O)O)n2-c2ccccc2)n1	-6%
c1ccc(Oc2cc(-c3ccccc3)nc(-c3ccccc3)n2)cc1	?
O=C(CC12CC3CC(CC(C3)C1)C2)NCc1ccco1	-1%
O=C(COc1ncnc2sccc12)NC1CCS(=O)(=O)C1 (stereo not drawn)	-14%[57.5 µM]
Cc1cccc(-n2c(O)c(C=Nc3cc(O)ccc3C)c3ccccc3c2=O)n1	-10%
[O-]/C(=C(\C(=S)Nc1ccccc1F)[n+]1ccccc1)c1ccc(OC(F)F)cc1	-3%[57.5 µM]
O=C(COc1cccc(Br)c1)NN=C1c2ccccc2-c2ccccc21	0%
CC(NC(=O)C1CCCN1C(=O)OCc1ccccc1)c1ccccc1 (stereo not drawn)	4%
CCN(CC)CCNC(=O)C(=O)NCC1OCCN1C(=O)c1ccc2c(c1)OCO2 (stereo not drawn)	-6%
Cc1ccc(OCCOc2cccc3ccc(C)nc23)c([N+](=O)[O-])c1	-7%
Cc1ccc(N/C=C2\C(=O)C3(C)CCC2C3(C)C)cc1C (stereo not drawn)	2%

Continuation:
SMILES	ERK EGF inh
CC1(C)CC(=O)C2=C(C1)NC1=C(C(=O)c3ccccc31)C2c1cccnc1 (stereo not drawn)	-4%
COc1ccccc1NNC(=O)C(O)(c1ccccc1)c1ccccc1	-18%[57.5 µM]
CCCOc1ccc(N2C(=O)CC(N(Cc3ccco3)C(=O)CCC(=O)O)C2=O)cc1 (stereo not drawn)	-8%[57.5 µM]
O=C(CN1C(=O)/C(=C/c2c(F)cccc2Cl)Oc2ccccc21)NCc1ccco1	0%
Cc1cc(C)cc(C(=O)NC(=S)Nc2ccc3[nH]c(=O)[nH]c3c2)c1	10%
Cc1cccc(C(=O)Nc2ccc(O)c3c(=O)cc(-c4ccccc4Cl)oc23)c1	-4%
CCC(=O)NC1CCN(C(=S)NC)CC1	-5%
CC1=CSC2=NC(=O)/C(=C\c3cccn3-c3ccccc3)C(=N)N12	-4%
CCn1c(C)cc2c(c1=O)C(c1ccccc1)C(C(=O)OC)=C(N)O2 (stereo not drawn)	-6%[57.5 µM]
Oc1cc2c(c(Cl)c1O)CCNC[C@H]2c1ccccc1	-16%
C/C(=N/N=C1/NC(=O)CC(C(=O)Nc2ccccc2)S1)c1cccs1 (stereo not drawn)	29%
Cc1c(NC(=O)CSc2ncccn2)c(=O)n(-c2ccccc2)n1C	-8%
COc1ccccc1CC(=O)Nc1cccc2c1CCCC2	-1%
Nc1ncc([N+](=O)[O-])c(Oc2ccccc2F)n1	4%[57.5 µM]
CN(C)c1cccc2c(C=C(C#N)C#N)ccc(N(C)C)c12	3%
Cn1nnnc1SCC(=O)N1CCCc2ccccc21	3%
O=C1C=C(O)CC(c2ccco2)C1 (stereo not drawn)	2%
C=CCOc1ccc(C2NC(=S)NC(c3ccccc3)=C2C(C)=O)cc1OC (stereo not drawn)	-9%
Clc1ccc(C2CC(c3cccs3)n3ncnc3N2)cc1 (stereo not drawn)	-5%[57.5 µM]
C/C=C\C=C/C(=O)Nc1cccc(C2=NOC3(C2)C[C@H](C(N)=O)N(C(=O)c2ccc(OC)cc2)C3)c1 (stereo partly drawn)	5%[57.5 µM]
CCOc1ccc(NC(=O)CN2CCN(C3c4ccccc4-c4ccccc43)CC2)cc1	11%
CC1(C)CC(CC(=O)Nc2nccs2)(c2ccccc2)CCO1 (stereo not drawn)	-3%[57.5 µM]
CCOc1ccccc1/C=C(/C#N)C(N)=O	34%[57.5 µM]
Cc1ccc(-c2nc(N/N=C/c3cccc([N+](=O)[O-])c3)c3ccccc3n2)cc1	-6%[57.5 µM]
O=C(CN1C(=O)CSc2cc(S(=O)(=O)N3CCCCCC3)ccc21)NCCc1ccccc1	-10%

Reformatted with each value named: 4 of the compounds above.
Cc1cccc(N(C)C(=O)C2CCCN2S(=O)(=O)c2cccc3nsnc23)c1 (stereo not drawn)
  ERK EGF inh: -1%[57.5 µM]
CCCCN(C)CCNC(=O)c1nn(-c2ccc(OC)cc2)c(=O)c2c1c1ccccc1n2C
  ERK EGF inh: ?
CCOc1ccc(N/C(=N/c2nc(C)cc(C)n2)NC(=O)CC)cc1
  ERK EGF inh: -8%[57.5 µM]
CSc1nnc(-c2cccs2)n1C
  ERK EGF inh: 1%

Remaining list, next part
SMILES	ERK EGF inh
CCOc1ccc(N=C2NC(=O)SC2CC(=O)OC)cc1 (stereo not drawn)	5%[57.5 µM]
CCOC(=O)C1CCCN(C(=O)c2cc(S(=O)(=O)N3CCCCC3)ccc2C)C1 (stereo not drawn)	-2%[57.5 µM]
C/C(=N\NS(=O)(=O)c1ccccc1)c1cccc(NC(=O)c2cccc(Cl)c2)c1	10%
COc1ccc(C(=O)NC(=S)NCc2cccnc2)cc1OC	2%
NC(N)=NC(N)=Nc1cccc(Cl)c1	-8%
CN(C)CC/C=C1/c2ccccc2Sc2c(O)cc(Cl)cc21	6%
COC(CNC(=O)CNC(=S)N(Cc1ccccc1)Cc1cccs1)OC	-1%
Cc1ccc(C)c2sc(NC(=O)c3ccc(N4C(=O)CCC4=O)cc3)nc12	-3%
Cc1cccnc1NC(=S)NCCc1ccccc1	?
COC(=O)Cc1ccc(NC(=O)c2ccccc2Cl)cc1	-8%
CCN(CC)S(=O)(=O)c1ccc(OC)c(NC(=O)c2cn(CC)c3nc(C)ccc3c2=O)c1	-12%
N=C1S/C(=C\c2cn[nH]c2-c2ccc(F)cc2)C(=O)N1c1ccccc1F	6%
O=C(c1cnccn1)N1CCC2(CCCN(Cc3ccncc3)C2)CC1	-17%
Cc1ccc(OC(=O)c2ccc(C)c([N+](=O)[O-])c2)cn1	2%
O=C1CNC(=S)N1c1nc2ccccc2s1	2%[57.5 µM]
CC(C)Sc1nc2c(cnn2-c2ccccc2)c(=O)[nH]1	-1%
O=C(c1cccc([N+](=O)[O-])c1)c1ccc2c(c1)C(=O)NC2=O	3%
Cc1nn(C)cc1/C=N/NC(=O)CSc1ccccn1	?
CCCc1nc(-c2cc3ccccc3[nH]c2=O)no1	2%[57.5 µM]
COc1ccc(Cc2nnc(NC(=O)CSc3ccccc3)s2)cc1OC	-1%
O=S(=O)(O)c1nc2ccccc2n1Cc1cccc2ccccc12	-10%[57.5 µM]
C#CCOCCOCCOCCNc1nc(N2CCN(C(=O)C(Cc3ccc(O)cc3)n3cc(C(N)CC(C)C)nn3)CC2)nc(N2CCN(C(=O)C(Cc3cc4ccccc4[nH]3)n3cc(C(N)Cc4ccc(O)cc4)nn3)CC2)n1 (stereo not drawn)	-8%[57.5 µM]
CN(CC(=O)N1CCN(c2ccc(F)cc2)CC1)S(=O)(=O)c1ccc2c(c1)c(=O)n(C)c(=O)n2C	-7%
CC12CCC(C(=O)N3CCCCC3)([C@H](Br)C1=O)C2(C)C (stereo partly drawn)	?
N#Cc1c(NC(=O)C2CC(c3ccccc3O)=NO2)sc2c1CCC2 (stereo not drawn)	-9%

An excerpt from further up, for reference:
SMILES	ERK EGF inh
CCOc1ccc(N=C2NC(=O)SC2CC(=O)OC)cc1 (stereo not drawn)	5%[57.5 µM]
CCOC(=O)C1CCCN(C(=O)c2cc(S(=O)(=O)N3CCCCC3)ccc2C)C1 (stereo not drawn)	-2%[57.5 µM]
C/C(=N\NS(=O)(=O)c1ccccc1)c1cccc(NC(=O)c2cccc(Cl)c2)c1	10%
COc1ccc(C(=O)NC(=S)NCc2cccnc2)cc1OC	2%
NC(N)=NC(N)=Nc1cccc(Cl)c1	-8%
CN(C)CC/C=C1/c2ccccc2Sc2c(O)cc(Cl)cc21	6%

Quoted at random: 3 records from the list, in no set order.
SMILES	ERK EGF inh
CN(C)c1cccc2c(C=C(C#N)C#N)ccc(N(C)C)c12	3%
Cc1cc(C)nc(SCc2nnc(SCC(=O)O)n2-c2ccccc2)n1	-6%
C/C(=N/N=C1/NC(=O)CC(C(=O)Nc2ccccc2)S1)c1cccs1 (stereo not drawn)	29%

Next part.
SMILES	ERK EGF inh
CCOc1cc(-c2c(C#N)c(N)nc3c2CCc2ccccc2-3)ccc1O	?
COc1ccc(CCN(C)C(=O)C2CCN(Cc3cccc(OC)c3OC)CC2)cc1OC	-2%
Cc1cccc(CSc2nc3c(cc2C#N)CCC3)c1	-3%
Cc1cc(C(=O)Nn2c(-c3ccc(Br)cc3)nc3ccccc3c2=O)ccc1[N+](=O)[O-]	1%
Cc1ccnc(NC(=O)CCCc2ccccc2)c1	2%
COc1ccc2[nH]c(=O)c(CN(Cc3cccs3)C(=S)NCC3CCCO3)cc2c1 (stereo not drawn)	-2%[57.5 µM]
Cc1ccc(CNC(=O)c2cnccn2)cc1	7%
CCC(=O)Nc1c(C)nn(-c2ccc(C)c(C)c2)c1C	-1%
CN1/C(=C\C=C(/C#N)C(=O)Nc2ccc(Cl)cc2)C(C)(C)c2ccccc21	2%
CCN(CC)C(=O)C12CC3CC(CC(Br)(C3)C1)C2	5%[57.5 µM]
CC(C)[C@H](NC(=O)c1ccccc1)C(=O)OCC(=O)N1CC(=O)Nc2ccccc21	-4%
CCOC(=O)c1ccccc1NC(=S)N1CCCCC1	10%
CN1CCN(/N=C/c2ccc(Cl)c(Cl)c2)CC1	14%
CC1(C)CC(NC(=S)NCc2ccco2)CC(C)(C)N1	-1%
CCCCC(=O)N/N=C/c1cc([N+](=O)[O-])ccc1N1CCOCC1	-14%
Cc1ccc(CSc2nnc(-c3cccc(S(=O)(=O)N4CCOCC4)c3)n2CC(C)C)cc1	-3%
Cc1ccc(SCC(=O)c2c(C)nc3cc(C)ccn23)cc1	-6%
COCCCNC(=O)CN(CCc1ccccc1)S(=O)(=O)c1ccc(C)cc1	7%[57.5 µM]
CCn1ncc(CN2CCN(Cc3cccc(OC)c3)C(CCO)C2)c1C (stereo not drawn)	3%[57.5 µM]
Cc1[nH]c2ccccc2c1NC(=O)CN1CCN(C(=O)c2ccco2)CC1	8%[57.5 µM]
NC(=O)CSc1c[nH]c2ccccc12	-1%

Screens as filed in PubChem.

This is a subset, so the mix of outcomes need not match the whole.
